From PubChem
Yeast lifespan up – yeast lifespan extension | S. cerevisiae growth with nicotinamide, OD615; deaD strain in restrictive glucose medium | inhibition of the nicotinamide effect, % at 10 µM | 0.68% of 130,000 active;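 active = inhibition above a set limit, placed 3 SD over the median of all compounds, cut at about 26% in these data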;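 also: 0% = nicotinamide-treated wells and 100% = cells grown without nicotinamide; some compounds called inactive have numbers as strong as hits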
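Assay system: DeaD-strain S. cerevisiae. Medium: CSMM-D glucose medium, restrictive. Reagent: nicotinamide, 1.5 mM, co-present with compound. Compound: 10 µM single point, 0.25% DMSO. Schedule: culture preincubation 4 h, compound exposure 48 h, both 30 °C. Detection: absorbance at 615 nm.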
BB579 growth dn – chemicals that inhibit yeast BB579 growth in restrictive medium (lifespan-shortening candidates). inhibition, % at 10 µM. 0.51% of 140,000 active. AID 804. S. cerevisiae BB579 growth, OD615, 48 h;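 active = inhibition above a set limit, 3 SD over the mean compound inhibition, cut at about 44% in these data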; also: inactives centre near -24
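System: DeaD yeast strain BB579; buffer or medium: CSMM-D dextrose restrictive medium; technique: OD at 615 nm; schedule: 4 h cell preincubation, 48 h compound exposure, 30 °C humidified; doses: single 10 µM dose; controls: amphotericin B 10 µg/mL, positive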
MRP-1 activ – activates MRP-1; H69AR cells + doxorubicin, viability rescue, CellTiter-Glo; viability increase, % at 10 µM; 0.61% of 140,000 active;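 active = viability gain under doxorubicin at or above a set limit, the compound median plus 3 SD, cut at about 4.7% in these data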;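 also: MRP-1 overexpressing cells given doxorubicin 25 µM after compound pretreatment; 18-22 h compound pretreatment then 72 h with doxorubicin before readout; 0% = doxorubicin-only wells and 100% = vehicle-treated cells without doxorubicin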
E-sel TNF inh – blocks E-selectin expression induced by TNF alpha; HUVEC TNFa-induced E-selectin immunofluorescence, high content; inhibition, % at 2 µM; 0.71% of 120,000 active;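 active = inhibition above the batch mean plus 3 SD, and confirmed as a hit on visual image review, cut at about 43% in these data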;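 also: 0% = TNF-stimulated DMSO wells and 100% = unstimulated control wells; not every result past the cut was called active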
NPY-Y2 antag – NPY-Y2 (human) receptor antagonism; 0.99% of 140,000 active; NPY-Y2 expressing cells, antagonist mode; inhibition, % at 2.7 µM; P49146; in the data active = inhibition above about 17%;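 also: 0% = vehicle with agonist challenge and 100% = reference antagonist with challenge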
Target sequence (P49146 whole entry, looked up): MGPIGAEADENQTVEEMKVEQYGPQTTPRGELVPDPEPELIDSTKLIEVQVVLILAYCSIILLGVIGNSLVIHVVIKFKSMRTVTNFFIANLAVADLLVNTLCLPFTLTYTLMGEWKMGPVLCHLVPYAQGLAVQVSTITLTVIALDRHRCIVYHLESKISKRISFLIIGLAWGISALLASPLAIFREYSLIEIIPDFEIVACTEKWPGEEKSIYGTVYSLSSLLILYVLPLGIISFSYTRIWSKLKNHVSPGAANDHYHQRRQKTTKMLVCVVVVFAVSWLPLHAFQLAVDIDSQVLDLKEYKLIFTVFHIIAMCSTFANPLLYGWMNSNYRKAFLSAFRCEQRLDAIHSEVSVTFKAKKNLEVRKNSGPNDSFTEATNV
Measles CPE – protection of cells from measles virus; protection (pct of control), % at 4 µM; 1.5% of 140,000 active; Measles virus-infected cells, CPE protection, absorbance; in the data active = protection mostly above about 24%, no sharp cut-off; inactive = mostly below about 26%; also: some compounds called inactive have numbers as strong as hits
bCat KO growth – beta-catenin-lacking colon tumor cell growth suppression | 1.5% of 140,000 active | HCT116 beta-catenin knockout viability, CellTiter-Glo, 60 h; hits give low values | viability, % at 10 µM;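 active = viability at or under a set limit, the compound median less 4 SD, cut at about 6% in these data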;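 also: 0% = Hyamine 1622 control at 20 µM and 100% = untreated cell control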
HCT116 PTEN-null – suppresses growth of cells with PTEN deletion | HCT116 PTEN-null viability, CellTiter-Glo, 60 h; hits give low values | viability, % at 10 µM | 1.2% of 140,000 active | AID 827;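 active = viability at or below a set limit, 4 SD under the median of all tested compounds, cut at about 3.7% in these data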;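 also: PTEN knockout HCT116 line with beta catenin targeted HCT116 as companion control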
GALR2 antag – blocks the human galanin receptor 2; GALR2-expressing cells, antagonist mode; inhibition, % at 4 µM; 0.39% of 140,000 active; AID 828; in the data active = inhibition above about 27%;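 also: cells stimulated with galanin 1-16 at roughly its EC80; 0% = agonist challenge control and 100% = basal control without agonist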
Target sequence (O43603 whole entry, looked up): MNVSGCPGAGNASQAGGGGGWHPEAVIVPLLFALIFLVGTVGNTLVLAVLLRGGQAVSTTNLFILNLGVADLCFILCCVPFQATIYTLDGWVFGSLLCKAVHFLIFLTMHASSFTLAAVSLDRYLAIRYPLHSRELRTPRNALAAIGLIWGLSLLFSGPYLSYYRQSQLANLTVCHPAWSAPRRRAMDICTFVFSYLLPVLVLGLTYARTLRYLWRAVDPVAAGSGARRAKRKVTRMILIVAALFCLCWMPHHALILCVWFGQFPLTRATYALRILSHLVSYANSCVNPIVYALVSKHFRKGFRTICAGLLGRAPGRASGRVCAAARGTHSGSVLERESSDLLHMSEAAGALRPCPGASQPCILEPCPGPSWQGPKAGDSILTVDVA
Phagocyt inh – macrophage phagocytosis inhibition | inhibition, % at 5 µM | 0.07% of 110,000 active | AID 1029 | J774A.1 macrophage IgG-bead phagocytosis, imaging;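 active = inhibition above the mean of the plate negative controls plus 5 SD, cut at about 13% in these data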;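 also: phagocytic index as fraction of beads internalized from green versus red external bead signal; plate controls were DMSO negative control for no effect and cytochalasin-D positive control for full effect; some results beyond the cut were filed as inactive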
* hit, by the source's call; . = not tested or not shown.

SMILES	Yeast lifespan up	BB579 growth dn	MRP-1 activ	E-sel TNF inh	NPY-Y2 antag	Measles CPE	bCat KO growth	HCT116 PTEN-null	GALR2 antag	Phagocyt inh
CCOc1ccc(-n2c(-c3ccoc3)nc3ccccc3c2=O)cc1	-14	-30	0.2	16	1	2	96	96	-4	.
Cc1ccc2c(c1)C1CN(C)CCC1N2C(=O)Cn1nnc(-c2ccccc2F)n1 (stereo not drawn)	-3	-32	-4.3	1	4	9	81	82	-3	0
O=C1N(CN2CCOCC2)c2ccccc2C1(O)c1c[nH]c2ccccc12 (stereo not drawn)	-10	-28	-3.0	0	1	8	95	89	-2	2
CC(=O)NC1CC2CCCC(C1)N2 (stereo not drawn)	-3	-16	0.5	-12	1	28	92	89	4	0
CCCCOP(=O)(OCCCC)/C(C#N)=C(/C)O	1	-33	1.2	-15	5	5	101	.	-13	0
CCCC[N+]12CCC(CC1)C(C(=O)c1cccs1)C2 (stereo not drawn)	-13	-6	-1.3	-5	-1	5	90	91	2	.
O=C1NC(=O)C(CCc2ccccn2)(Cc2ccc3c(c2)OCO3)C(=O)N1CCc1ccccc1 (stereo not drawn)	-1	-59	-0.4	5	5	3	94	97	-1	4
CCN(CC)C(=O)c1ccc(NC(=O)c2cc(-n3cnnc3)ccc2Cl)cc1	-13	-17	0.1	-3	-2	7	100	96	5	11
c1ccc2c(c1)CSc1ccccc1C2C1=NCCN1 (stereo not drawn)	-1	-15	-3.0	-5	4	7	97	98	-3	-2
O=C(c1cc(-c2ccc(Cl)cc2)n(-c2ccc(Cl)cc2Cl)n1)N1CCOCC1	-10	-30	-2.2	18	2	2	84	72	-15	2
COc1cc2occc2c2oc(=O)ccc12	-6	-8	-0.9	.	1	6	94	92	4	.
CN(C)CCCN=Cc1c(O)n(CCc2ccccc2)c(=O)[nH]c1=O	-7	-36	-1.6	16	0	8	99	102	-7	0
CC1(C)CN2C(c3ccc(Cl)cc3)N2C1 (stereo not drawn)	-9	8	-1.3	2	1	7	86	96	0	0
O=C(c1ccc2nc(-c3ccco3)c(-c3ccco3)nc2c1)N1CCC2(CC1)OCCO2	-17	-28	1.4	.	.	9	73	81	.	0
CCc1nc2ccccc2c(=O)n1-c1cccc(OC)c1	-8	-7	-0.6	6	1	23	92	96	-23	2
COC(=O)C(O)(c1ccc(NC(=O)Oc2ccccc2)cc1)C(F)(F)F (stereo not drawn)	-6	-9	0.3	.	3	7	101	95	2	11
NCC(O)c1ccc(O)cc1 (stereo not drawn)	2	-4	-0.3	.	-1	4	100	106	5	.
Cn1c(O)c(C(c2ccncc2)c2c(O)n(C)c(=S)n(C)c2=O)c(=O)n(C)c1=S	-6	-7	0.9	-11	0	25	104	100	8	7
COc1cccc(NP(=O)(Oc2ccccc2Cl)Oc2ccccc2Cl)c1	11	-28	-5.0	.	2	17	73	67	0	-2
C[C@]12CCC(=O)C=C1CCC1C2CC[C@@]2(C)C1CC[C@@]2(O)CC#N (stereo partly drawn)	.	-16	-2.8	-100	4	31	93	86	-7	0

Next part; the last 3 above are carried over.
SMILES	Yeast lifespan up	BB579 growth dn	MRP-1 activ	E-sel TNF inh	NPY-Y2 antag	Measles CPE	bCat KO growth	HCT116 PTEN-null	GALR2 antag	Phagocyt inh
Cn1c(O)c(C(c2ccncc2)c2c(O)n(C)c(=S)n(C)c2=O)c(=O)n(C)c1=S	-6	-7	0.9	-11	0	25	104	100	8	7
COc1cccc(NP(=O)(Oc2ccccc2Cl)Oc2ccccc2Cl)c1	11	-28	-5.0	.	2	17	73	67	0	-2
C[C@]12CCC(=O)C=C1CCC1C2CC[C@@]2(C)C1CC[C@@]2(O)CC#N (stereo partly drawn)	.	-16	-2.8	-100	4	31	93	86	-7	0
Cc1cc(C)[n+](C2C3CC4CC(C3)CC2C4)o1 (stereo not drawn)	-2	-16	-2.0	.	1	11	95	97	1	-7
Cc1nc(Cl)sc1C(=O)Nc1ccc2ccccc2c1	-8	10	-1.9	.	2	26	92	85	2	-1
Clc1cccc(N2CCNCC2)c1Cl	.	-5	-2.6	3	4	8	91	100	1	.
O=C(c1ccccc1)c1cn(CC(=O)N2CCOCC2)c2ccccc12	1	-29	-0.2	-11	1	16	105	112	-10	2
C=CCn1c(O)c(C=Nc2ccc(N(CC)CC)cc2)c(=O)[nH]c1=O	-11	-13	1.9	15	3	21	97	92	12	.
CCOC(=O)c1c(-n2c(C)cc(C=C3C(=O)NC(=S)NC3=O)c2C)sc2c1CCCC2	39	-71	-2.5	-13	5	6	3.8*	5	-4	0
CC(C)c1ccc(C2N3CCCN23)cc1 (stereo not drawn)	12	-6	-1.3	.	2	5	96	91	-6	0
CCCCn1c(O)c(C(CC)=NCc2ccc3c(c2)OCO3)c(=O)[nH]c1=O	-5	-60	0.7	.	4	11	53	54	-4	-1
CCC(=NCCCO)c1c(O)n(-c2ccc(OC)cc2)c(=O)[nH]c1=O	-4	-32	0.5	-13	0	3	96	97	-10	0
Cc1ccc(C2(O)CCN3CCCCC32)cc1 (stereo not drawn)	-2	-65	-0.2	2	3	7	104	112	-3	.
C[N+]1(C)CCOC(O)(c2ccc(-c3ccc(C4(O)C[N+](C)(C)CCO4)cc3)cc2)C1 (stereo not drawn)	7	-24	-0.9	.	3	28	80	94	0	.
CCOc1cc(C(=O)N2CCC3(CC2)OCCO3)cc(OCC)c1OCC	-11	8	-0.8	-19	1	7	107	101	-8	1
C=CCN1C(=O)NC(=O)/C(=C/c2ccoc2)C1=O	7	0	-2.4	.	3	5	100	100	3	-1
Cc1cc(Cl)ccc1OC(C)C(=O)O (stereo not drawn)	-4	-5	-2.1	-12	-2	7	92	87	15	-1
CN1C(=O)N(C)C(=O)C2(Sc3ccccc3C2=O)C1=O	0	-10	-1.7	45	4	7	99	99	-4	0
O=C1NC(=S)N(C2CC2)C(=O)/C1=C/c1ccc2c(c1)CCN2CCCCl	27*	-15	-4.8	.	3	8	69	70	-2	-5
Clc1ccc2c(N3CCNCC3)ccnc2c1	-2	-16	-2.9	4	6	16	94	92	2	-1
CCn1c(=O)cc(OCC(=O)N2CCC3(CC2)OCCO3)c2ccccc21	-15	-1	-2.9	12	-2	4	86	86	2	-1
CC(Cc1ccccc1)[n+]1cc(/N=C(\[O-])N(C)C)on1 (stereo not drawn)	4	-36	0.1	.	3	3	93	90	5	-4
Cc1ccnc(-n2c(C)cc(/C=C3\C(=O)NC(=S)N(C)C3=O)c2C)c1	44*	-21	-6.2	.	2	6	40	20	3	-8
O=C(Nc1ccccc1)Oc1ccccc1	-6	-19	-0.7	18	2	4	99	89	12	-1
Cc1cc(C=C2C(=O)N(C)C(=S)N(C)C2=O)c(C)n1C1CCCCC1	22	-10	-0.9	.	0	0	89	84	-17	0
CN(C)CC1CCCCC1OC(=O)c1ccc(Cl)c(Cl)c1 (stereo not drawn)	2	-25	-1.8	.	9	0	92	82	1	-3
Cc1nc2ccccc2c(=O)n1-n1cnnc1	-7	16	0.1	11	-2	.	82	94	2	.
COC(=O)C[C@]1(C(=O)OC)CN(C#N)N(c2ccc(Cl)cc2)C12c1ccccc1-c1ccccc12	.	-35	-8.0	89*	2	2	0.4*	1.2*	40*	.
O=C(NCCCN1CCOCC1)C(Cl)(Cl)Cl	0	-43	-0.4	.	2	6	91	92	1	-2
CCCc1nc2ccccc2c(=O)n1-c1cccc(OC)c1	5	-70	-1.1	11	2	6	92	97	2	.
COc1ccc2c(c1)CC1(CN2C)C(=O)NC(=O)N(c2ccc(C)cc2)C1=O (stereo not drawn)	-3	-22	-3.4	15	8	15	89	100	8	-2
C=C1C2C[C@H](O)C(C)(C)[C@@]2(O)[C@H](O)C[C@]23C[C@@](C)(O)[C@H](CC[C@H]12)[C@H]3OC(C)=O (stereo partly drawn)	4	-8	-0.9	-1	1	8	90	99	1	.
C[N+]1(CC(COCc2ccccc2)OC(=O)Cc2ccccc2)CCOCC1 (stereo not drawn)	2	-54	-0.8	16	4	15	86	95	-1	-1
Cc1ccc(-n2c(O)c(/C=N/NC(=O)c3ccncc3)c(=O)[nH]c2=O)cc1C	1	-29	0.5	.	-1	2	96	94	4	.
N#Cc1ccc(Cn2cc(C(=O)c3ccco3)c3ccccc32)cc1	-9	-26	-4.6	10	12	9	39	39	14	-2
O=C(C(Cc1ccccc1)NS(=O)(=O)c1ccc(F)cc1)N1CCC2(CC1)OCCO2 (stereo not drawn)	-4	-51	-1.6	10	0	13	84	71	-9	1
CCOc1ccc(NC(=O)c2ccc(NC(=O)COC(=O)Cc3ccccc3)cc2)cc1	1	-26	-2.1	.	0	5	64	64	5	-1
COCCNC(=O)c1c(N)n(CCC(C)C)c2nc3ccccc3nc12	-8	-78	-2.2	0	7	33	83	74	-13	-2
Nc1c(C(=O)NCc2ccco2)c2nc3ccccc3nc2n1Cc1ccccc1	3	-49	-4.3	-7	0	2	53	33	7	-1
CC(=NCc1cccnc1)c1c(O)n(-c2ccccc2)c(=O)[nH]c1=O	-17	-41	-1.9	8	-1	8	99	105	3	0
CCC(=NCC1CCCO1)c1c(O)[nH]c(=O)[nH]c1=O (stereo not drawn)	-4	9	0.1	.	-2	5	98	103	2	1
O=c1c2ccccc2nc(CSc2ncnc3nc[nH]c23)n1-c1ccc(Cl)c(Cl)c1	-12	-37	-1.8	-31	2	5	70	78	-3	.
CCCCn1c(O)c(C(C)=Nc2ccc(OCC)cc2)c(=O)[nH]c1=O	-7	-11	0.0	.	-1	8	83	95	-3	0
N[C@@H](Cc1c[nH]c2ccccc12)c1nnc(SCc2ccc(Cl)cc2)o1	-7	-10	0.1	-16	10	2	117	91	-4	-1
CCOP(=S)(OCC)SCC(=O)NC(C(=O)O)C(C)C (stereo not drawn)	-14	-35	-0.3	1	2	29	99	105	-11	0
COc1ccc(C(Nc2ccccc2)P(=O)(Oc2ccccc2)Oc2ccccc2)cc1 (stereo not drawn)	9	2	-3.1	.	15	3	89	89	6	.
CCCCNC(=O)c1c(N)n(Cc2ccc3c(c2)OCO3)c2nc3ccccc3nc12	-1	-39	-3.2	-17	4	22	34	35	-4	-4
CC(C)(C)OC(=O)c1c(N)n(Cc2ccco2)c2nc3ccccc3nc12	-19	-61	-3.5	25	8	7	76	81	2	0
CN(C=O)CP(=O)(O)CN(C)C=O	-11	-28	-0.4	.	-3	30	96	92	-6	-4
COC(=O)c1cc(C(O)(C(=O)OC)C(F)(F)F)c(/N=C/N(C)C)s1 (stereo not drawn)	-13	-21	-0.6	-28	2	6	108	107	-1	0
Fc1ccc(Cn2nnnc2C(c2ccc(Cl)cc2)N2CC=C(c3ccc(F)cc3)CC2)cc1 (stereo not drawn)	1	-5	-0.1	-10	3	41*	75	62	3	-2
O=C(CNC(=O)c1cccc(Cl)c1)Nc1ccc(Br)cc1C(=O)c1ccccc1	1	-28	-2.4	-2	23*	13	83	81	0	-15
Cc1cc(Cl)ccc1OCC(=O)N1CCN(C)CC1	-8	-14	-0.9	-3	-1	26	79	93	3	0

An excerpt; rates above refer to the full screens.
